Screening results from PubChem.
Jurkat NFkB inh: inhibitors of induced NF-kB luciferase reporter, primary screen, TCR NF-kB activation inhibitor project, cell-based, luminescence, uHTS. Jurkat, PMA/ionomycin-induced NF-kB luciferase reporter. inhibition, % at 4 µM. actives 0.53% (n = 330,000); in the data active = inhibition above about 50%
UBC13 inh: UBC13 polyubiquitin chain formation inhibitors, primary screen, biochemical, TR-FRET, uHTS; Ubiquitin-conjugating enzyme E2 N (Homo sapiens), P61088; actives 0.47% (n = 330,000); inhibition, % at 20 µM; in the data active = inhibition above about 45%, passing the limit was not always enough
Target sequence (P61088 whole entry, looked up): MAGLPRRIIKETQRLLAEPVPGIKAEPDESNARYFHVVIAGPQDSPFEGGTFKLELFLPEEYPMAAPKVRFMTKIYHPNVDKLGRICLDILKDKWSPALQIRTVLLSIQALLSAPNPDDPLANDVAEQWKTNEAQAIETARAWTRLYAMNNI
697 NFkB inh: inhibitors of PMA/ionomycin-induced NF-kB reporter, 697 cells, primary screen, B-cell NF-kB inhibitor project, cell-based, luminescence, uHTS; AID 435022, 2010; actives 0.33% (n = 330,000); inhibition, % at 4 µM; 697 B-cell NF-kB luciferase reporter, 16 h; in the data active = inhibition above about 35%
EBI2 antag: EBI2 receptor antagonists, beta-arrestin recruitment, primary screen, cell-based, luminescence, 7a,25-OHC stimulation, uHTS; G-protein coupled receptor 183 (Homo sapiens), P32249; 7a,25-OHC stimulated; inhibition, % at 5 µM; actives 0.81% (n = 360,000); in the data active = inhibition above about 38%;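 note: enzyme fragment complementation signal reports receptor beta-arrestin coupling in cells; 0% = agonist plus DMSO wells and 100% = wells without agonist; some results beyond the cut were filed as inactive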
Target sequence (P32249 whole entry, looked up, the tested form may be a part): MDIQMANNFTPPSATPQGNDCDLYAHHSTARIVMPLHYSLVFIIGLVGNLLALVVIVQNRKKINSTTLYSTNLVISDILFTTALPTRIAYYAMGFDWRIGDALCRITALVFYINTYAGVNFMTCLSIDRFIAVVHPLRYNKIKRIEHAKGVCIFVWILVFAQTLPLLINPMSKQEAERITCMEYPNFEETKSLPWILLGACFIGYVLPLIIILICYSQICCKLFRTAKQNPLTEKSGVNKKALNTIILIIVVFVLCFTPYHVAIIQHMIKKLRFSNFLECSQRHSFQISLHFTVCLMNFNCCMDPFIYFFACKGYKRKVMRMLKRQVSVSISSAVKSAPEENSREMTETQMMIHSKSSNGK
Gli-Sufu antag: Gli-Sufu pathway antagonists, primary screen, luciferase luminescence, Sufu-KO-LIGHT cells, uHTS; Sufu-KO-LIGHT fibroblasts, Gli luciferase reporter luminescence; inhibition, % at 5 µM; actives 0.74% (n = 340,000);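 active = inhibition above about 55%, limit read from the data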;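 note: 0% = DMSO-treated cells and 100% = wells with medium but no cells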
CXCR6 inh: CXCR6 receptor inhibitors, primary screen, cell-based, beta-arrestin, luminescence, CHO-K1 PathHunter, 1536-well; C-X-C chemokine receptor type 6 (Homo sapiens), O00574; inhibition, % at 20 µM; actives 0.36% (n = 360,000); AID 602244, 2012; in the data active = inhibition above about 34%, passing the limit was not always enough;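 note: antagonist mode with CXCL16 agonist at 10 nM final; 0% = 10 nM CXCL16 with DMSO and 100% = unstimulated wells without agonist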
APJ antag: antagonists of human apelin receptor APJ, primary screen, CHO-K1 cells, beta-arrestin complementation, luminescence; actives 0.32% (n = 330,000); P35414; inhibition, % at 20 µM;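 active = inhibition above about 40% at 20 µM, limit read from the data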;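 note: cells challenged with 10 nM apelin-13 agonist together with compound; plate controls were apelin-13 plus DMSO wells for no effect and DMSO wells lacking apelin-13 for full effect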
CCR6 antagonist: CCR6 receptor antagonists, primary screen, cell-based, CHO-K1, luminescence, beta-arrestin, uHTS; CHO-K1 CCR6 PathHunter beta-arrestin, CCL20-stimulated; AID 493098, 2011; actives 0.49% (n = 340,000); inhibition, % at 20 µM;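 active = compounds whose inhibition of the agonist-driven luminescence signal at 20 µM reaches about 50%, limit read from the data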;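 note: cells stimulated with CCL20 at 14 nM final; plate controls were DMSO with CCL20 for no effect and DMSO without agonist for full effect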
Target sequence (P51684 whole entry, looked up): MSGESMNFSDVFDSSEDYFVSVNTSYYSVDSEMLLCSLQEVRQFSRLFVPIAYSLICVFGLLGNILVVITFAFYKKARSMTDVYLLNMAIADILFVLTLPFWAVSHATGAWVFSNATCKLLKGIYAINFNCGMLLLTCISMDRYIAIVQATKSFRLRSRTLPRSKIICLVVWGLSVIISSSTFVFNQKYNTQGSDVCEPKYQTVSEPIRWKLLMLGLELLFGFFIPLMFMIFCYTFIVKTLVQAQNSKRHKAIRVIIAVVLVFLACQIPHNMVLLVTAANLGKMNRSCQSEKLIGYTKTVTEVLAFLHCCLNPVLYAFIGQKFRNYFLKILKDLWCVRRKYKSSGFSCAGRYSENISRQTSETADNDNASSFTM
* = called active by the depositor; x = no result given.

SMILES,Jurkat NFkB inh,UBC13 inh,697 NFkB inh,EBI2 antag,Gli-Sufu antag,CXCR6 inh,APJ antag,CCR6 antagonist
CC1CN(c2ccc(Oc3ccccc3)cc2)c2nc3c(c(=O)n(CC(N)=O)c(=O)n3C)n2C1 (stereo unspecified),-4,6,1,-5,10,0,-72,-3
Cc1onc(C(=O)NCc2cccs2)c1[N+](=O)[O-],-4,-2,4,-11,3,8,16,8
COc1ccccc1-c1cnn2c(NC3CCCC3)cc(C)nc12,-57,3,-70,-4,0,-6,9,-3
O=C(O)/C=C\C(=O)Nc1ccc(N2CCN(c3ccc(Cl)c(Cl)c3)CC2)cc1,17,-6,10,8,-6,7,-41,3
CCc1cc2ccc(C)c(C)c2nc1SCC(=O)Nc1cc(C)on1,-12,8,-22,6,4,-5,-3,2
CCN(CC)S(=O)(=O)c1ccc(NC(=O)CSc2ncnc3ccccc23)cc1,-12,28,-1,-10,3,-20,5,2
O=S(=O)(c1ccc2c(c1)OCCO2)N1CCCN(S(=O)(=O)c2c(F)cccc2F)CC1,-4,-2,-19,-1,-6,2,-15,9
CCOc1ccc(C(C)=O)cc1CN1C(=O)c2ccccc2S1(=O)=O,1,4,-13,6,15,4,-14,20
CN(CC(=O)Nc1ccc(F)cc1)C(=O)CCc1ccccc1,-9,2,8,7,4,-5,-2,7
CCN(CC)CCOC(=O)C1(c2ccccc2)CCOCC1,-9,4,4,-5,2,-13,13,-7
O=C(Nc1cccc(-n2cnnn2)c1)c1ccco1,-2,4,-9,1,8,-2,14,13
COc1cccc(/C=C/c2ccccn2)c1O,-138,-13,-34,-3,15,-2,-23,-2
Cc1csc(N(C(=O)Cc2ccccc2F)c2ccccc2)n1,-6,8,7,5,-5,5,20,7
CCn1cc(Br)c(C(=O)Nc2nccs2)n1,-5,1,-6,-15,-22,12,1,7
Cc1ccc(Nc2nc(C)cc(C)n2)c(Br)c1,-3,-1,-6,21,-14,-9,4,-6
C=CCc1ccccc1OCCCCN1CCCC1,1,12,10,-6,7,4,8,10
CCCc1ccc(C(=O)NNc2ccc(F)cc2)cc1,5,-5,-7,-2,-1,10,40,33
Cc1ccc(NC(=O)CN2C(=O)NC(C)(C)C2=O)cc1S(=O)(=O)N1CCCCCC1,6,0,6,-1,0,2,4,3
CC(=O)N(CCC(c1ccco1)C(C)C)Cc1ccc(OC(C)C)cc1 (stereo unspecified),12,0,0,10,7,-2,16,19
Cc1c(C(=O)NC2CC(=O)N(c3ccc4c(c3)OCCO4)C2)cccc1[N+](=O)[O-] (stereo unspecified),17,0,-2,0,-14,-12,6,7
c1cnc2c(OCc3nc4ccccc4[nH]3)cccc2c1,-74,-8,-84,3,-66,-10,-8,4
CCn1nc(C)c(C2C(C#N)=C(N)OC3=C2C(=O)CC(C)(C)C3)c1C (stereo unspecified),-4,7,-3,-7,5,5,-14,7
COc1ccc(NS(=O)(=O)c2cccc(C(=O)NNC(=O)c3ccc(Br)o3)c2)cc1,11,8,4,-5,3,-11,14,3
COc1ccc(N2CCN(C(C)C(=O)Nc3nnc(C)s3)CC2)cc1 (stereo unspecified),-15,-14,-4,6,-3,-7,-17,2
C[C@H](NC(=O)C1CCN(S(=O)(=O)c2ccccc2)CC1)C(=O)NCc1cccc(Cl)c1,3,-13,17,-1,1,-2,-2,9
COc1ccc(C(C)C)cc1S(=O)(=O)N1CCC(C(=O)N2CCN(C)CC2)CC1,-2,-4,4,-2,0,-18,12,5
CC(C)NS(=O)(=O)c1ccc2c(c1)oc(=O)n2C,-1,0,-3,-1,57*,-6,7,8
C=CCN1C(c2ccc(Br)cc2)=CS/C1=C(\C#N)c1nnc(N2CCOCC2)n1-c1ccccc1,x,x,x,15,11,13,x,24
CN1CCN(C(=S)C(=O)Nc2ccc(Br)cc2)CC1,12,9,0,2,-7,-7,4,3
COc1ccc(NC(=O)C23CC4CC(CC(Cl)(C4)C2)C3)cc1S(=O)(=O)N1CCOCC1,-5,-9,13,-15,1,-5,-8,13
Cc1c(NC(=O)Nc2ccccc2[N+](=O)[O-])c(=O)n(-c2ccccc2)n1C,-5,-4,3,-2,6,2,11,2
O=C(O)C1CCN(S(=O)(=O)c2ccc(N3CCC(O)CC3)c([N+](=O)[O-])c2)CC1,3,-4,10,5,-7,-4,7,17
Clc1ccc(-c2cc(-c3ccccc3)on2)cc1,-173,-18,-210,4,-98,-3,-52,13
CCN(CC)S(=O)(=O)c1cc(NC(=O)Cn2ncc(Cl)c(Cl)c2=O)ccc1C,7,7,-10,25,2,20,25,29
CCOC(=O)C1=C(C)NC2=C(C(=O)CCC2)C1c1cc(OC)ccc1OC (stereo unspecified),-4,-5,-25,8,4,1,-10,11
O=C(CSc1ncn[nH]1)N1CCOCC1,-1,14,5,-19,-13,-2,8,4
CC(C)[C@H]1C=C(C(=O)O)O[C@@H](OCc2ccc(CO)cc2)C1,-21,-17,5,0,-21,-9,-9,9
O=C(Nc1ccccc1)c1cccc(Cn2cc(C(F)(F)F)ccc2=O)c1,6,2,3,7,-20,9,9,6
COc1ccc(C(=O)NCc2nnc(SCC(=O)Nc3nnc(C)s3)o2)cc1,7,-2,12,-1,-5,0,-8,5
COc1ccc(OC)c(C2=NOC(C(=O)NCc3cccnc3)C2)c1 (stereo unspecified),3,0,-18,-2,-18,1,-11,10
CC1(c2ccccc2)NC(=O)N(CC(=O)NC(=O)NCc2ccco2)C1=O (stereo unspecified),5,-7,5,-8,1,-5,9,-4
CN1CCN(C(=O)c2cc([N+](=O)[O-])cc([N+](=O)[O-])c2)CC1,-13,-16,-1,-7,-15,-12,-35,-5
CC(C)(C)C(=O)NCc1ccc(C(=O)CSc2nnc(-c3ccncc3)n2C2CC2)s1,-10,-5,6,-7,4,-14,0,9
C=C1CCN([C@@H](Cc2ccccc2)C(=O)NCCC(C)C)S(=O)(=O)c2ccccc21,11,19,6,28,-2,41*,-34,24
Cc1ccc(-n2c(C)nnc2SC(C)C(=O)N2CCCC2)cc1 (stereo unspecified),17,6,-5,-12,-5,8,17,9
CCC(NC(=O)N(Cc1ccccc1)Cc1ccc2c(c1)OCO2)(C(F)(F)F)C(F)(F)F,2,8,14,-4,2,-3,3,15
CC(C)C[C@H](NC(=O)OC(C)(C)C)c1nnc(SCc2cccc(F)c2)o1,6,3,-6,13,6,0,-1,26
CCNC(=O)CN(c1ccc(CC)cc1)S(C)(=O)=O,-2,-3,17,-4,-9,1,1,8
c1ccc2[nH]c(-c3cnco3)cc2c1,-3,-6,-12,-7,1,-14,6,1
CS(=O)(=O)c1cccc(NC(=O)C2CCCN2S(=O)(=O)c2ccc(F)cc2)c1 (stereo unspecified),7,5,0,4,-2,8,3,9
N#CCc1cnc2ccccc2n1,x,x,x,8,-1,-3,x,8
c1ccc(-n2nnnc2-c2cccnc2)cc1,-4,16,5,-7,6,-3,-2,7
Cc1ccc(NC(=O)CCC(=O)c2cccs2)c(Br)c1,-59,1,-71,-6,-53,5,-7,4
COc1cc(/C=C/C(=O)O)cc(S(=O)(=O)Nc2ccccc2Oc2ccccc2)c1OC,5,-7,18,-13,1,0,-12,0
CCN(CC)C(=O)[C@H]1C[C@H](CC(=O)NCCCN(C)C)C(=O)N2CCc3c([nH]c4ccc(Cl)cc34)[C@]12C,x,x,1,-10,-8,6,x,13
CC(CNC(=O)CN1C(=O)COc2ccc(S(=O)(=O)N3CCCCC3)cc21)c1ccccc1 (stereo unspecified),-9,-2,-10,8,-7,4,10,14
CCN(CC)CCNC(=O)c1ccc(NC(=O)c2ccccc2-c2ccc(C(F)(F)F)cc2)cc1,10,17,0,9,29,1,-1,14
Cc1ccc(NC(=O)CN(c2ccccc2F)S(C)(=O)=O)cc1,7,6,12,-7,3,1,-2,10
CCCCN(C)CCNC(=O)c1cc2cc3ccc(OC)cc3nc2o1,-21,15,-11,9,9,5,-1,7
CCc1nccn1CCC(=O)NC1CC(C)(C)Cc2c1cnn2-c1cccc(F)c1 (stereo unspecified),7,6,-15,-4,13,-3,-1,1

(more compounds)
SMILES,Jurkat NFkB inh,UBC13 inh,697 NFkB inh,EBI2 antag,Gli-Sufu antag,CXCR6 inh,APJ antag,CCR6 antagonist
O=C(CCc1ccccc1)OCC(=O)c1ccc([N+](=O)[O-])cc1,11,-4,5,-18,-1,-8,-14,-12
COC(=O)CSc1cc(C)nc(NC(C)=O)n1,-5,3,12,-7,5,-9,5,-4
COc1ccc(NC(=O)c2cccnc2SC)cc1S(=O)(=O)N1CCCCC1,1,-3,13,-4,-8,18,-15,3
CN1CCN(CC(O)COc2ccccc2)CC1 (stereo unspecified),-17,0,4,3,26,-8,-1,1
Cc1nnc(SCC(=O)N2CC(=O)Nc3ccccc32)n1Cc1ccccc1,-1,-10,14,-14,-10,2,-2,11
CCN(CC)CC(=O)Nc1ccc(C)cc1Br,4,-2,22,11,-12,0,10,-6
COc1ccc(-c2nnc(NC(=O)c3ccco3)s2)cc1,-26,1,-79,-2,-26,-4,-13,6
CCN(CC)C(=S)SCC(=O)Nc1nc(=O)c2ccccc2s1,12,2,1,11,-25,20,22,12
Cc1c(C(=O)OCC(=O)N2C(C)CCCC2C)oc2ccccc12 (stereo unspecified),-23,7,-17,21,-19,-3,12,1
CC(C)(C)OC(=O)C(Cc1ccc(OC(C)(C)C)cc1)NC(=O)CNC(=O)OCc1ccccc1 (stereo unspecified),-10,1,-15,11,6,5,-4,4
CCN(C(=O)CN1C(=O)NC(CCSC)C1=O)C1CCS(=O)(=O)C1 (stereo unspecified),-3,-10,16,-2,6,4,12,8
CCn1c(CCC(=O)Nc2nc3c(s2)CCCC3)nc2cc(S(=O)(=O)N(C)C)ccc21,-5,-4,-8,-5,3,5,10,8
CC(=O)N1CCN=C1SCc1ccc(C(F)(F)F)cc1,-12,-5,0,1,-5,2,-11,15
Cc1ccccc1C(=O)Oc1ccc(-c2csnn2)cc1,-27,-7,-22,7,-7,-5,11,15
O=S(=O)(N/N=C/c1ccc(N2CCOCC2)cc1)c1ccc(Br)cc1,0,0,23,-18,3,10,1,-3
O=C(CN1CCN(CC(=O)Nc2ccccc2Cl)CC1)Nc1ccc2c(c1)OCCO2,12,13,-6,3,-21,1,3,21
CCc1ccc(C(=O)/C=C/c2ccc([N+](=O)[O-])o2)cc1,13,-20,11,16,-2,2,-38,32
COc1ccc(C2=NS(=O)(=O)N(C)C(C(=O)N3CCOCC3)=C2)cc1,11,-3,8,3,4,-3,5,1
CC(=O)NCC1CCCN(C(=O)c2ccc(OC3CCN(Cc4ccccn4)CC3)cc2)C1 (stereo unspecified),-8,-6,-8,-9,7,-5,18,4
CC(NC(=O)/C(C#N)=C/c1ccco1)c1ccccc1 (stereo unspecified),13,-10,9,0,-1,7,-4,4

Entries of single compounds from above:
CCN(CC)C(=S)SCC(=O)Nc1nc(=O)c2ccccc2s1 is listed with Jurkat NFkB inh: 12; UBC13 inh: 2; 697 NFkB inh: 1; EBI2 antag: 11; Gli-Sufu antag: -25; CXCR6 inh: 20; APJ antag: 22; CCR6 antagonist: 12
O=S(=O)(N/N=C/c1ccc(N2CCOCC2)cc1)c1ccc(Br)cc1 is listed with Jurkat NFkB inh: 0; UBC13 inh: 0; 697 NFkB inh: 23; EBI2 antag: -18; Gli-Sufu antag: 3; CXCR6 inh: 10; APJ antag: 1; CCR6 antagonist: -3
